# Screening results: PubChem BioAssay, Southern Research Specialized Biocontainment Screening Center
# M. tuberculosis: growth inhibition of non-replicating M. tuberculosis (AID 488890); Mycobacterium tuberculosis non-replicating, growth inhibition; higher % means a stronger effect; one-dose inhibition, % at 25 µM; IC50 in µM for titrated hits; 320,000 tested, 0.39% active; in the data active means a potency from the dose series; inconclusive means inhibition mostly from about 82% at the one dose, without a potency; inactive means the rest, 99 in 100 with inhibition below about 76%;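 further: plate controls were DMSO cells for no effect and high antibiotic wells for full effect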
# Salmonella PhoP GFP: PhoP regulon inhibitors, Salmonella typhi PhoP promoter GFP reporter, confirmatory (AID 1850); 310,000 tested, 0.33% active; Salmonella Typhi PhoP-promoter GFP reporter, fluorescence, 4 h; higher % means a stronger effect; inhibition, % at 50 µM; hits with a dose series show IC50 in µM; in the data active means a potency from the dose series; inconclusive means inhibition mostly from about 25% at the one dose, without a potency; inactive means the rest, 99 in 100 with inhibition below about 19%;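 further: 0% = induced wells with vehicle and 100% = uninduced wells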
# H1N1 NS1A inhibition: H1N1 influenza NS1A inhibitors, functional cell based assay (AID 504329); NS1A functional cell-based assay, percent inhibition; higher % means a stronger effect; inhibition, % at 12.5 µM, or IC50 in µM where a hit was titrated; 340,000 tested, 0.3% active; in the data active means a potency from the dose series; inconclusive means inhibition above about 27% without an active follow-up result; further: strong numbers were not always called active
# inhibitors of VEEV: inhibitors of VEEV TC-83 cytopathic effect, confirmation, Vero cells (AID 588727) | 350,000 tested, 0.13% active | Vero cells, VEEV TC-83 cytopathic effect inhibition; higher % means a stronger effect | one-dose inhibition, % at 20 µM; IC50 in µM for titrated hits; in the data active means a potency from the dose series; inconclusive means inhibition mostly from about 14% at the one dose, without a potency; inactive means the rest, 99 in 100 with inhibition below about 12%; further: strong numbers were not always called active
# H37Rv inhibition: M. tuberculosis growth inhibition, HTS (AID 449762). 330,000 tested, 0.59% active. M. tuberculosis H37Rv growth inhibition, 7H9 media; higher % means a stronger effect. one-dose inhibition, % at 25 µM; IC50 in µM for titrated hits; in the data active means a potency from the dose series; inconclusive means inhibition above about 70% without an active follow-up result;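 further: bacterial growth assessed after seven days of incubation; strong numbers were not always called active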
# inhibitors of VEEV 10K pilot screen: recorded beside inhibitors of VEEV, whose call it bears; inhibition, %; measured here: 10K pilot screen inhibition
# Active calls of the source: *; i = inactive; ? = inconclusive; · = no result given.
SMILES,M. tuberculosis,Salmonella PhoP GFP,H1N1 NS1A inhibition,inhibitors of VEEV,H37Rv inhibition,others
C=C(C)C1CC=C(C)/C(=N/NC(=O)CCC(=O)Nc2ccccc2Cl)C1 (centres undefined),-9%,-3%,10%,0.3%,-3%,
O=C(NCc1cccnc1)C1CCN(S(=O)(=O)N2CCOCC2)CC1,1%,-5%,-20%,3.3%,-8%,
CC(Sc1ccc(Cl)cc1)C(=O)NNC(=O)c1ccccc1O (centres undefined),-5%,-1%,-9%,0.5%,6%,
CN(CCC1CCOCC1)C(=O)C1CCC(=O)N(CCc2cccc(F)c2)C1 (centres undefined),-4%,-8%,-6%,1.5%,-8%,
O=C(NNC(=O)c1ccc(Br)cc1)c1ccncc1,42%,-2%,-3%,1.1%,-43%,
CCOC(=O)c1[nH]c(CN2CCN(c3ccc(OC)cc3)CC2)c(C(=O)OCC)c1C,35%,7%,11%,1.3%,23µM*,
CCOC(=O)C1C(=O)Oc2ccc3ccccc3c2C1C1CCOC1=O (centres undefined),16%,-1%,-1%,1.3%,12%,
N#C/C(=C\c1c[nH]c2ccccc12)C(=O)NCC1CCCO1 (centres undefined),4%,8%,-4%,3.8%,2%,
CCCN(CCC)S(=O)(=O)c1ccc(C(=O)Nc2nnc(-c3cc(OC)cc(OC)c3)o2)cc1,?,-13%,0%,i,50%,
Cc1ccc(C)c(OCCC(=O)OCC(=O)NC2CC2)c1,65%,-2%,-3%,i,41%,
CC(C)NC(=O)c1sc2c(c1C(=O)Nc1cccnc1)CCCC2,3%,8%,-8%,0.6%,7%,
Fc1ccccc1OCCCCN1CCCCC1,-4%,-4%,-8%,0.1%,3%,
Cc1ccc(N2C(=O)c3ccc(N)cc3C2=O)cc1C,-3%,-3%,-10%,6.5%,-3%,
COC(=O)[C@@H](NCc1cccc(CN[C@H](C(=O)OC)C(C)C)c1)C(C)C,-3%,-10%,-8%,i,-8%,
CCc1ccc(N=C2NC(=O)/C(=C/c3ccc(OCC(=O)O)cc3)S2)cc1,3%,-4%,4%,1.8%,1%,
Cc1cc(NC(=O)c2cc(-c3ccccn3)nc3ccccc23)no1,-2%,7%,-6%,6.2%,2%,
CCOC(=O)C(=NCC1CCCO1)NNc1cc(Cl)ccc1Cl (centres undefined),?,4%,-4%,i,?,
O=C(NCCCCc1ccccc1)c1cccc(NC(=O)C2CCCC2)c1,·,·,-13%,0.0%,·,
COc1cc(CNCc2ccccn2)ccc1OCc1ccc(Cl)cc1,?,2%,-5%,i,?,
COc1cc(/C=N/NC(=O)C(=O)/C=C2\NC3(CCCC3)Cc3ccccc32)ccc1O,31%,0%,2%,?,-8%,
CC(=O)c1cccc(NC(=O)CSc2nc(=O)n(CCCN3CCOCC3)c3c2CCC3)c1,5%,-3%,-1%,1.3%,-2%,
O=c1c2ccccc2ncn1CCCCOc1ccccc1F,10%,-5%,-10%,0.2%,11%,
Cc1ccc(OCC(=O)NC2CCCC2)c(C)c1,12%,10%,-5%,0.8%,-3%,
CN(C)CCSc1nc(-c2ccccc2)nc2c1CCC2,37%,-1%,0%,0.7%,4%,
CN(C)C(=O)CN1C(=O)NC2(CCCc3ccccc32)C1=O (centres undefined),-10%,-5%,11%,1.2%,-5%,
CCOC(=O)c1nnc(-c2ccc(C)cc2)nc1Oc1ccc(Cl)cc1Cl,74%,-2%,0%,5.0%,13%,
CCN(CC)S(=O)(=O)c1ccc(N=NC2=C(O)CCCC2=O)cc1,28%,-5%,-7%,0.8%,3%,
O=C(CCC1CCCNC1)c1ccccc1 (centres undefined),?,7%,·,·,2%,
COc1ccc(/C=C/C(=O)NNC(=O)C(C)Oc2ccccc2F)cc1OC (centres undefined),-13%,·,-1%,1.4%,-5%,
CNS(=O)(=O)c1cccc(C(=O)Nc2cccc(Cl)c2)c1,11%,-8%,24%,1.8%,-13%,
CCn1cc(SCC(=O)Nc2cc(C)on2)c2ccccc21,-7%,-9%,0%,1.0%,-4%,
Nc1nc(CN2CCCCCC2)nc(Nc2ccccc2)n1,64%,-15%,3%,5.3%,-4%,
COC(=O)C1=C(c2ccc(F)cc2F)C[C@@H]2CC[C@H]1N2C(=O)NC1CCCCC1,6%,·,4%,0.8%,-3%,
NS(=O)(=O)c1ccc2nc(NC(=O)CS(=O)(=O)c3ccc(F)cc3)sc2c1,-8%,-11%,4%,1.0%,6%,
O=C1CCCCN1CCC(=O)N1CCCC(N2CCN(c3ccccc3)CC2)C1 (centres undefined),-2%,5%,-6%,0.7%,1%,
COc1ccc(/C=N/OCC(=O)Nc2nc3ccccc3s2)cc1,-6%,0%,6%,0.8%,2%,
CCc1cc2c(=O)c(Oc3ccccc3F)c(C)oc2c(CN(C)C)c1O,12%,-5%,0%,0.5%,4%,
CN(CC(=O)Nc1cccc(F)c1)C(=O)C1CC(=O)N(Cc2ccco2)C1 (centres undefined),-17%,7%,0%,1.9%,-6%,
Cc1occc1C(=O)Nc1nnc(C(F)(F)F)s1,20%,-3%,1%,4.4%,-11%,
O=c1c2ccccc2nc2n1C(CBr)CN2 (centres undefined),-8%,-17%,-5%,1.2%,-1%,

# Part of the list above in order of molecular weight, lowest first.
SMILES,M. tuberculosis,Salmonella PhoP GFP,H1N1 NS1A inhibition,inhibitors of VEEV,H37Rv inhibition,others
O=C(CCC1CCCNC1)c1ccccc1 (centres undefined),?,7%,·,·,2%,
Cc1ccc(OCC(=O)NC2CCCC2)c(C)c1,12%,10%,-5%,0.8%,-3%,
O=c1c2ccccc2nc2n1C(CBr)CN2 (centres undefined),-8%,-17%,-5%,1.2%,-1%,
Nc1nc(CN2CCCCCC2)nc(Nc2ccccc2)n1,64%,-15%,3%,5.3%,-4%,
CN(C)CCSc1nc(-c2ccccc2)nc2c1CCC2,37%,-1%,0%,0.7%,4%,
CN(C)C(=O)CN1C(=O)NC2(CCCc3ccccc32)C1=O (centres undefined),-10%,-5%,11%,1.2%,-5%,
O=c1c2ccccc2ncn1CCCCOc1ccccc1F,10%,-5%,-10%,0.2%,11%,
CCn1cc(SCC(=O)Nc2cc(C)on2)c2ccccc21,-7%,-9%,0%,1.0%,-4%,
CNS(=O)(=O)c1cccc(C(=O)Nc2cccc(Cl)c2)c1,11%,-8%,24%,1.8%,-13%,
CCN(CC)S(=O)(=O)c1ccc(N=NC2=C(O)CCCC2=O)cc1,28%,-5%,-7%,0.8%,3%,
CCc1cc2c(=O)c(Oc3ccccc3F)c(C)oc2c(CN(C)C)c1O,12%,-5%,0%,0.5%,4%,
COc1ccc(/C=C/C(=O)NNC(=O)C(C)Oc2ccccc2F)cc1OC (centres undefined),-13%,·,-1%,1.4%,-5%,
O=C1CCCCN1CCC(=O)N1CCCC(N2CCN(c3ccccc3)CC2)C1 (centres undefined),-2%,5%,-6%,0.7%,1%,
COC(=O)C1=C(c2ccc(F)cc2F)C[C@@H]2CC[C@H]1N2C(=O)NC1CCCCC1,6%,·,4%,0.8%,-3%,
NS(=O)(=O)c1ccc2nc(NC(=O)CS(=O)(=O)c3ccc(F)cc3)sc2c1,-8%,-11%,4%,1.0%,6%,

# The results go on:
SMILES,M. tuberculosis,Salmonella PhoP GFP,H1N1 NS1A inhibition,inhibitors of VEEV,H37Rv inhibition,others
C/C(CC(=O)Nc1ccc(N(C)C)cc1)=N\NC(=O)c1ccc([N+](=O)[O-])cc1Cl,59%,-13%,17%,0.6%,3%,
Cn1c(CNC(=O)CNS(=O)(=O)c2ccc(Br)cc2)cc(=O)n(C)c1=O,-19%,-2%,0%,2.8%,-1%,
CC12CCC(=O)N1C(C(=O)OCC(=O)Nc1ccc(C(F)(F)F)cc1)CS2 (centres undefined),14%,·,-8%,0.1%,-3%,
Cc1ccc(NC(=O)C(C)[n+]2ccccc2)cc1[N+](=O)[O-] (centres undefined),-9%,-4%,7%,0.1%,-1%,
O=C1C=C(c2cccs2)C[C@H](c2ccccc2)[C@H]1n1nnc([N+](=O)[O-])n1,?,7%,0%,0.6%,?,
O=S(=O)(c1ccc2nc(N3CCN(c4ccccc4)CC3)ccc2c1)N1CCCCC1,-3%,-9%,10%,0.5%,-3%,
Cc1ccccc1NC(=O)N1CCCC1C(=O)NCc1cccs1 (centres undefined),-23%,-1%,-24%,1.4%,-5%,
Nc1cccc(-c2cn(-c3cc4cc(C#CC5(O)CCCCC5)ccc4oc3=O)nn2)c1,51%,·,-4%,2.1%,-1%,inhibitors of VEEV 10K pilot screen=8.6
CN1CCN(C(=O)c2ccc(N(Cc3ccccc3Cl)S(C)(=O)=O)cc2)CC1,-18%,7%,-5%,i,-4%,
O=C(Nc1ccccc1)O[C@@H]1C[C@H]2CCC(=O)N3CC[C@@H](C1)[C@@H]23,1%,13%,·,·,-6%,
CS(=O)(=O)c1cnc(-c2cccnc2)nc1N,-10%,-5%,1%,1.6%,-6%,
COc1ccccc1C(=O)N/C(=C/c1ccccc1)C(=O)NC(CCSC)C(=O)O (centres undefined),-12%,3%,3%,1.9%,11%,
O=C(Nc1cccc(O)c1)c1ccccc1[N+](=O)[O-],4%,2%,-8%,0.4%,-6%,
COc1ccc(C2=CSC3=NCCN23)cc1,-1%,-6%,-2%,i,4%,
C/C(CC(=O)Nc1ccc(C)c(Cl)c1)=N\NC(=O)c1ccncc1,·,·,-12%,0.5%,·,
CCC(CCC(=O)Nc1cccc(C(=O)O)c1)C(=O)O (centres undefined),0%,-10%,-1%,1.1%,3%,
O=C(C[n+]1cc(-c2ccc(F)cc2)n2c1CCC2)Nc1nc(-c2ccc(F)cc2)cs1,57%,-3%,3%,i,?,
Cc1ccc(OCC(=O)NNC(=O)c2cccnc2)cc1,-2%,10%,-1%,5.3%,2%,
CCc1ccc(-c2cc3c(=O)n(CC(=O)NCc4ccccc4F)ncn3n2)cc1,1%,-2%,6%,0.6%,6%,
C#CCOCCOCCOCCNc1nc(N2CCN(C(=O)[C@H](CCC(=O)O)n3cc(C(N)Cc4ccc(O)cc4)nn3)CC2)nc(N2CCN(C(=O)[C@H](Cc3cc4ccccc4[nH]3)n3cc(C(N)[C@H](C)CC)nn3)CC2)n1 (some centres undefined),26%,6%,8%,0.7%,-2%,
O=C(NCc1ccco1)c1cc(-c2ccncc2)nc2ccccc12,10%,1%,-7%,i,0%,
Cc1cccc(N=C2NC(=O)CS2)c1C,20%,-6%,6%,0.7%,0%,
CS(=O)(=O)c1ccc(Cl)c(NC(=O)Cc2ccccc2F)c1,-13%,9%,-23%,1.8%,-1%,
CC1(C)N=C(N)NC(Nc2ccc(Cl)cc2)=N1,·,·,-11%,4.3%,·,
CN(N=Nc1cccc([N+](=O)[O-])c1)c1ccccc1,27%,-15%,3%,i,36%,
CC(=O)Nc1ccc(/C(C)=N/Nc2nc(N3CCOCC3)nc(N3CCOCC3)n2)cc1,-12%,-8%,-1%,1.9%,0%,
O=C(NC1CCCCC1)C(c1ccccc1)N(Cc1ccc2c(c1)OCO2)C(=O)c1cnsn1 (centres undefined),15%,-12%,6%,i,5%,
CCc1ccc[n+](-c2[nH]c(=O)sc2/C=N/N=C(\[O-])c2cccnc2)c1,-2%,-14%,10%,1.1%,-3%,
O=C(CC1CCCCC1)Nc1ccc(-c2ccc3nncn3n2)cc1,-6%,7%,-3%,0.8%,5%,
CSc1cc(C)n(-c2ccccc2)c(=S)c1C(C)=O,15%,10%,-10%,1.6%,1%,
COCCCNC(=O)c1ccc(S(=O)(=O)c2ccc(Cl)cc2)c(NC(C)=O)c1,-8%,5%,-18%,i,3%,
CCCN(C(=O)COC(=O)CCOc1ccccc1C)c1c(N)n(Cc2ccccc2)c(=O)[nH]c1=O,9%,-8%,-4%,2.3%,-10%,
CCc1ccc(NC(=S)N(Cc2ccccc2)Cc2ccccn2)cc1,46%,-2%,11%,i,7%,
CCn1cc(C(C)NC(=O)COc2ccc(Cl)cc2C)c(C)n1 (centres undefined),-6%,-4%,-1%,2.3%,-4%,
Nc1ncnc2c1ncn2[C@H]1C[C@H](O)[C@@H](COP(=O)(O)O)O1,-5%,-9%,2%,i,-10%,
COC(=O)c1sccc1NC(=O)Nc1ccc(C(C)=O)cc1,-17%,-1%,-4%,1.6%,-9%,
Cc1onc(-c2c(Cl)cccc2Cl)c1C(=O)N1CCN(c2ccccc2)CC1,2%,-6%,4%,3.7%,4%,
COc1ccc(CNC(=O)c2sccc2C)cc1,17%,-37%,11%,i,3%,
